MrgX1 agonist: agonists of human MrgX1 receptor; actives 0.44% (n = 310,000); MrgX1-HEK293 cells, Fluo-4 calcium fluorescence, agonist mode; hits give high values; B-score at 10 µM;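 active = calcium response B-score plate-corrected fluorescence ratio at least 3 library SD, with starting fluorescence B-score inside 5 SD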
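Material: HEK293 cells stably expressing human MrgX1 receptor | Quantity: 15,000 cells per well | Times: Cells plated overnight, dye loaded 0.5 h 37 °C, 0.5 h room temperature | Measured by: Kinetic Fluo-4 NW fluorescence of intracellular calcium | Control set: Positive and negative controls per plate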
TRPC6 inh: inhibitors of mouse TRPC6 channel; AID 2553; actives 1.1% (n = 310,000); Q61143; HEK293-TRPC6, membrane potential dye, ACh-evoked depolarization; hits give low values; B-score at 10 µM;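 active = B-score under library mean minus 3 SD, initial fluorescence not abnormally high, positive integrated signal ratio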;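 note: B-score derived from integrated fluorescence ratio over the kinetic read; more negative B-score means stronger inhibition of depolarization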
TRPC6 act: activates the mouse TRPC6 cation channel; HEK293-TRPC6 membrane potential dye fluorescence; hits give high values; B-score at 10 µM; actives 0.13% (n = 310,000); AID 2550;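 active = B-score of the integrated fluorescence ratio above library mean plus 3 SD, and starting fluorescence ratio within library mean plus 5 SD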;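 note: higher score means more depolarization so channel activation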
AI-2 QS mod: modulates the Vibrio harveyi AI-2 quorum sensing system | Vibrio harveyi JMH597 AI-2 luminescence/OD600 ratio, 9 h; hits give low values; strain lacks LuxN and CqsS sensors; 0 = neutral-control median | activity change, % at 7.5 µM | actives 0.4% (n = 300,000) | AID 2094; in the data active = activity change below about -75%, passing the limit was not always enough;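 note: luminescence divided by OD600 gain over 9 h not by final OD600 alone; inactives centre near 13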
PolyA inh: yeast polyadenylation inhibition; actives 0.02% (n = 300,000); S. cerevisiae SKY197-pL101 polyadenylation reporter, beta-gal luminescence; efflux-impaired pdr1/pdr3 knockout yeast; score 100 = 6 SD above DMSO; calls only at 12 µM;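 active = lowest replicate activity score at least 50, where 100 means six control SD above control mean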;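 note: yeast exposed to compound for 9 h at 30 °C; higher score means more reporter readthrough which indicates perturbed polyadenylation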
MrgX1 antagonist: antagonists of human MrgX1 receptor | MRGX1-HEK293 calcium flux, Fluo-4, BAM8-22 antagonism; hits give low values | actives 1.3% (n = 310,000) | B-score at 10 µM | AID 588676 | Q96LB2;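 active = calcium-response B-score plate-corrected more than 3 library SD below zero, starting fluorescence within 5 deviations, no agonist response on first addition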;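 note: peak minus trough fluorescence over baseline after final BAM8-22 challenge near maximal dose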
TRPC4 act: opens the mouse TRPC4 cation channel. Q9QUQ5. HEK293 TRPC4beta/mu-opioid, Fluo4 calcium fluorescence; hits give high values. B-score at 10 µM. actives 0.49% (n = 310,000). AID 2237;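 active = B-score above 5 SD of library B-scores, and initial fluorescence ratio not above library mean plus 5 SD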;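 note: positive B-score marks a calcium rise read as TRPC4 activation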
Target sequence (Q9QUQ5 whole entry, looked up): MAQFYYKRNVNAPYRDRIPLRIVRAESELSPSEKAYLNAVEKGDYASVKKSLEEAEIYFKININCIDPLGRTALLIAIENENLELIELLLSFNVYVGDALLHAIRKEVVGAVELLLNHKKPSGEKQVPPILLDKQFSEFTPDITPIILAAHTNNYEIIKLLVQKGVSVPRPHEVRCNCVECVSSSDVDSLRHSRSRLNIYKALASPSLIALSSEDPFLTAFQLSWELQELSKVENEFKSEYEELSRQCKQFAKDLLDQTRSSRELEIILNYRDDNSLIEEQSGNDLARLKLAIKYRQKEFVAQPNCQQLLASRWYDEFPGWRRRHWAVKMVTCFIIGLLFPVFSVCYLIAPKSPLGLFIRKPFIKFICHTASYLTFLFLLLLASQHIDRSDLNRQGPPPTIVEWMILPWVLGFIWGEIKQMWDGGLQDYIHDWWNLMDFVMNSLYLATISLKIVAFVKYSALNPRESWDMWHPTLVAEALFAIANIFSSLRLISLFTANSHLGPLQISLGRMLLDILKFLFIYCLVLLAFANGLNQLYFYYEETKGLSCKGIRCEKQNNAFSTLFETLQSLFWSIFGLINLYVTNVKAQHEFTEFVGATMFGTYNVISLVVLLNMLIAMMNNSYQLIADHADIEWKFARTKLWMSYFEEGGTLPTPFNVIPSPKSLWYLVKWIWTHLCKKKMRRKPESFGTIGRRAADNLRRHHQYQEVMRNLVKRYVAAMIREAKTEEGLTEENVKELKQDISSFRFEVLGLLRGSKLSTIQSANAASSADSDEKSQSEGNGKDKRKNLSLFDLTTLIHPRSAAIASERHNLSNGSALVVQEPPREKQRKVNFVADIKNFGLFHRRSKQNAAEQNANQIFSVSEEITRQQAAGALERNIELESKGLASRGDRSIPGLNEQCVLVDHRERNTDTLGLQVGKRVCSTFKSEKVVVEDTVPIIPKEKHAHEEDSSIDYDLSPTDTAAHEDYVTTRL
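Technique: kinetic Fluo4 calcium fluorescence; Test system: TRPC4beta and mu-opioid receptor HEK293 stable cells; Measure: B-scored integrated calcium fluorescence ratio; Benchmarks: low control buffer alone, high control maximal DAMGO; Schedule: 45 min room-temperature Fluo4 loading, 110 s read.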
TRPC4 PAM: allosteric potentiators of mouse TRPC4 channel | HEK293 TRPC4beta/mu-opioid, DAMGO EC20, Fluo-4 Ca2+ flux; hits give high values | actives 0.42% (n = 310,000) | B-score at 10 µM;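 active = B-score of calcium response area above 5 SD of library B-scores, with initial fluorescence ratio within 5 SD of library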;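 note: B-score of integrated fluorescence ratio over time as area under calcium response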
MrgX1 PAM: human MrgX1 positive allosteric modulation, primary screen | Q96LB2 | MrgX1-HEK293, Fluo-4 calcium flux, FDSS; hits give high values | B-score at 10 µM | actives 0.63% (n = 310,000);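 active = plate-corrected calcium response at least 3 library SD above typical, normal starting fluorescence, not activating the receptor alone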;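 note: compound read alongside a low EC10 to EC30 dose of BAM8-22 agonist; peak minus trough fluorescence over baseline measured at the second addition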
TRPC4 inh: inhibitors of mouse TRPC4 channel. HEK293 TRPC4beta/mu-opioid, DAMGO-evoked Fluo4 calcium flux; hits give low values. B-score at 10 µM. actives 0.39% (n = 300,000);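 active = B-score over 3 SD under the library average, no early fluorescence shift, positive overall ratio signal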
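Assay system: TRPC4beta/mu-opioid receptor HEK293 cell line; compound dosing: single concentration per test compound; detection: Fluo4 Ca2+ flux fluorescence; evaluation: per-well B score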
HIF activator: HIF pathway transcriptional activation; U2OS HRE-luciferase reporter, luminescence; normalized: DMSO 0%, desferrioxamine 100%; activation, % at 7.5 µM (by protocol); actives 0.32% (n = 300,000);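 active = mean activation of at least 10% of the iron chelator positive control signal, with at least half of replicates also reaching 10%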
Numbers without * were called inactive; i = inactive; nt = no result given. The list is partial (hit frequency here may not be typical).

Structure | MrgX1 agonist | TRPC6 inh | TRPC6 act | AI-2 QS mod | PolyA inh | MrgX1 antagonist | TRPC4 act | TRPC4 PAM | MrgX1 PAM | TRPC4 inh | HIF activator
COc1ccccc1OCC(=O)Nc1nc(-c2ccc(S(=O)(=O)N3CCOCC3)cc2)cs1 | i | i | i | 13 | nt | i | i | i | i | i | -0.3
Cc1n[nH]c(C)c1CCC(=O)N/N=C/c1c(C)[nH]c2ccccc12 | i | i | i | 22 | i | i | i | i | i | i | 0.3
CC(=O)Nc1ccc(OCC(O)Cn2ccnc2)cc1 (stereo unspecified) | i | i | i | 15 | i | i | i | i | i | i | -0.2
CC(C)CCN1C(=O)c2ccc(C(=O)NCC3CCCO3)cc2C1=O (stereo unspecified) | i | i | i | 7 | i | i | i | i | i | i | 0.1
OCCOc1cccc(CN2CCC(CO)(CCOc3ccccc3)CC2)c1 | i | i | i | 13 | i | i | i | i | i | i | 0.3
COc1ccc2[nH]c3c(=O)n(N)c(C)nc3c2c1 | i | i | i | 16 | i | i | i | i | i | i | 0.1
CCC(C)COC(c1ccccc1)(c1ccccc1)C(Oc1nc(C)cc(C)n1)C(=O)O (stereo unspecified) | i | i | i | 17 | i | i | i | i | i | i | -3.0
CCCc1cc(=O)[nH]c(SCC(=O)OCc2ccccc2)n1 | i | i | i | 21 | i | i | i | i | i | i | -3.2
CCN(CC(=O)NCc1ccc(Cl)cc1)C(=O)CSc1ccc(F)cc1 | i | i | i | -2 | i | i | i | i | i | i | 1.9
CCc1ccc2c(CN3CCN(S(=O)(=O)c4ccc5c(c4)OCCO5)CC3)cc(=O)oc2c1 | i | i | i | 9 | i | i | i | i | i | i | -0.4
NC(=O)COC(=O)C1CSC2(c3ccc(F)cc3)CCC(=O)N12 (stereo unspecified) | i | i | i | 20 | i | i | i | i | i | i | 0.2
O=C1CN(C(=O)c2ccc(Cl)c(S(=O)(=O)N3CCc4ccccc43)c2)c2ccccc2N1 | i | i | i | 54 | i | i | i | i | i | i | -0.1
O=C1CCCC2=C1Sc1ccc(Cl)cc1N2 | i | i | i | -15 | i | i | i | i | i | i | -29
O=C1OCC2=C1C(c1ccccc1)CC(=O)N2c1cccc(F)c1 (stereo unspecified) | i | i | i | 9 | i | i | i | i | i | i | 0.2
Cc1cccc(C)c1NC(=O)COC(=O)C1Cc2ccccc2CN1C(=O)c1ccccc1 (stereo unspecified) | i | i | i | 0 | i | i | i | i | i | i | -1.1
COc1cc(C(=O)Nc2ccc3c(c2)OCCO3)c(-n2cnnn2)cc1OC | i | i | i | 9 | i | i | i | i | i | i | 0.0
COc1ccccc1NC(=O)CN(c1ccccc1)S(=O)(=O)c1ccccc1 | i | i | i | 17 | i | i | i | i | i | i | -1.5
N#C/C(=N\Nc1ccc(Cl)cc1)C(=O)c1ccccc1 | i | i | i | 49 | i | i | i | i | i | i | 0.8
CCN(CC)c1ccc(/C=N/NC(=O)c2cccc(S(=O)(=O)Nc3ccccc3OC)c2)c(O)c1 | i | i | i | -8 | i | i | i | i | i | i | 92*
CCOC(=O)c1cn(CC)c2c(ccc3ccccc32)c1=O | i | i | i | 23 | i | i | i | i | i | i | -26
CCC(C(=O)NCCc1ccco1)n1nc(C)c2c(C)n(-c3ccccc3)nc2c1=O (stereo unspecified) | i | i | i | 17 | i | i | i | i | i | i | -0.4
C=CCn1c2ccccc2c(=O)c2cc(C#CC3(O)CCCCC3)ccc21 | i | i | i | 17 | i | i | i | i | i | i | 4.8
Clc1ccc(-c2ccc(CN3CCCCC3)o2)cc1 | i | i | i | -4 | i | i | i | i | i | i | 0.9
CCn1c(SCC(=O)NNC(=O)Cc2ccccc2)nnc1-c1ccncc1 | i | i | i | 12 | i | i | i | i | i | i | -0.1
CCCCCN1CSC(=S)N(Cc2ccccc2)C1 | i | i | i | 12 | i | i | i | i | i | i | -0.5
CC(Oc1ccc(Cl)cc1Cl)C(=O)NNC(=O)c1ccncc1 (stereo unspecified) | i | i | i | 20 | i | i | i | i | i | i | -0.4
CCOc1ccc(OCC)c(NC(=O)CN(c2ccc(C)cc2)S(=O)(=O)c2c(C)noc2C)c1 | i | i | i | 0 | i | i | i | i | i | i | -1.1
CN1C(=O)C2C(c3ccc(N(C)C)cc3)=NN(Cc3ccccc3)C2C1=O (stereo unspecified) | i | i | i | 2 | i | i | i | i | i | i | 3.0
Cc1ccc(NC(=O)CSc2nc3c(c(=O)[nH]2)CCCC3)cc1C | i | i | i | 5 | i | i | i | i | i | i | -0.5
O=C(O)c1ccc(N=c2oc3cc(O)ccc3cc2C(=O)NCc2ccccc2)cc1 | i | i | i | 4 | i | i | i | i | i | i | -0.4
O=C(NCc1ccc(F)cc1)C(c1cccs1)N(C(=O)c1csnn1)C1CC1 (stereo unspecified) | i | i | i | 15 | i | i | i | i | i | i | -0.1
O=C(CNC(=O)c1ccco1)N/N=C/c1ccc(O)c([N+](=O)[O-])c1 | i | i | i | 6 | i | i | i | i | i | i | -0.1
CCC[C@@H](NS(=O)(=O)c1ccc(C)cc1)C(=O)Oc1ccc2c3c(c(=O)oc2c1)CCC3 | i | i | i | 12 | i | i | i | i | i | i | -0.3
C=CCSc1nnc(Cc2c(C)[nH]c3ccccc23)o1 | i | i | i | 16 | i | i | i | i | i | i | 0.1
COc1ccc(OC)c(N/C(=N/C(=S)Nc2ccccc2)Nc2nc(C)cc(C)n2)c1 | i | i | i | 13 | i | i | i | i | i | i | 0.2
CCOC(=O)Cn1nc(-c2ccc(C)cc2)c2ccccc2c1=O | i | i | i | 14 | i | i | i | i | i | i | 0.5
O=C(Nc1ccccc1Cl)c1cccc(NC(=O)C2CCCC2)c1 | i | i | i | 13 | i | i | i | i | i | i | 0.1
CCc1nn(CC(=O)NCCN2CCN(C)CC2)c(=O)c2cc3c(OC)cccc3n12 | i | i | i | -4 | i | i | i | i | i | i | 0.0
CC(C)C(NC(=S)NCc1ccccc1)C(=O)O (stereo unspecified) | i | i | i | 13 | i | i | i | i | i | i | -0.3
CCn1nc(C)c(NC(=O)/C=C/c2cnn(C)c2C)c1C | i | i | i | 14 | i | i | i | i | i | nt | -0.3
Cc1ccc(N(Cc2ccc([N+](=O)[O-])cc2)C(=O)c2ccco2)cc1C | i | i | i | 24 | i | i | i | i | i | i | -0.3
CC(C)CN(C(=O)COc1ccc2ccc(=O)oc2c1)C1CCS(=O)(=O)C1 (stereo unspecified) | i | i | i | 1 | i | i | i | i | i | i | -0.1
Cc1nn(Cc2ccc([N+](=O)[O-])cc2)c(=O)n1-c1cccc(F)c1 | i | i | i | 6 | i | i | i | i | i | i | 0.1
Cc1cccc(C)c1NC(=S)/C(=C(\[O-])c1cccs1)[n+]1ccccc1 | i | i | i | 17 | i | i | i | i | i | i | -0.1
c1ccc(Cn2ncc3c(NCc4ccco4)ncnc32)cc1 | i | i | i | 3 | i | i | i | i | i | i | -0.1

3 structures from above, sorted by count of non-hydrogen atoms, smallest number first.
Structure | MrgX1 agonist | TRPC6 inh | TRPC6 act | AI-2 QS mod | PolyA inh | MrgX1 antagonist | TRPC4 act | TRPC4 PAM | MrgX1 PAM | TRPC4 inh | HIF activator
CCOC(=O)Cn1nc(-c2ccc(C)cc2)c2ccccc2c1=O | i | i | i | 14 | i | i | i | i | i | i | 0.5
O=C(O)c1ccc(N=c2oc3cc(O)ccc3cc2C(=O)NCc2ccccc2)cc1 | i | i | i | 4 | i | i | i | i | i | i | -0.4
CCc1ccc2c(CN3CCN(S(=O)(=O)c4ccc5c(c4)OCCO5)CC3)cc(=O)oc2c1 | i | i | i | 9 | i | i | i | i | i | i | -0.4

(list continues)
Structure | MrgX1 agonist | TRPC6 inh | TRPC6 act | AI-2 QS mod | PolyA inh | MrgX1 antagonist | TRPC4 act | TRPC4 PAM | MrgX1 PAM | TRPC4 inh | HIF activator
CC(=O)Nc1c2c(nn1-c1ccc(C)cc1)CSC2 | i | i | i | 24 | i | i | i | i | i | i | -1.3
O=C(Nc1ccccc1)c1sc2cc(C(F)(F)F)cnc2c1-c1cccs1 | i | i | i | 2 | i | i | i | i | i | i | 0.1
Cn1ccnc1/C(=N\NC(=O)c1ccc(O)cc1)c1cccc([N+](=O)[O-])c1 | i | i | i | 25 | i | i | i | i | i | i | -0.1
Cc1ccc(NCc2nc3ccccc3n2C)c(C)c1 | i | i | i | 21 | i | i | i | i | i | i | 0.0
Cc1c(NC(=S)N/N=C/c2cc([N+](=O)[O-])ccc2O)c(=O)n(-c2ccccc2)n1C | i | i | i | 26 | i | i | i | i | i | i | -0.4
O=C(COC(=O)c1cccc2ccccc12)NCCCc1ccccc1 | i | i | i | 27 | i | i | i | i | i | i | 0.0
CCOc1ccccc1NC(=O)c1ccc(S(=O)(=O)N(C)C)cc1 | i | i | i | -6 | i | i | i | i | i | i | -0.6
CCN1CCN(c2c(Cl)cccc2NC(=O)c2cc3ccccc3o2)CC1 | i | i | i | 28 | i | i | i | 23* | i | i | 0.3
CC(=O)OCC1OC(OC(C)=O)C(NC(=O)c2cccnc2)C(OC(C)=O)C1OC(C)=O (stereo unspecified) | i | i | i | 10 | i | i | i | i | i | i | 1.1
CN(c1ccc(C(=O)Nc2ccc(Cl)cn2)cc1)S(=O)(=O)c1ccccc1 | i | i | i | 12 | i | i | i | i | 9.7* | i | 0.3
Cc1c(NCc2ccccc2O)c(=O)n(-c2ccccc2)n1C | i | i | i | 12 | i | i | i | i | i | i | 0.3
COc1cc(C(=O)Nc2ccc(C(=O)NCC3CCCO3)cc2)cc(OC)c1OC (stereo unspecified) | i | i | i | 21 | i | i | i | i | i | i | 0.8
COc1cccc2c1OCC1COc3c(c(=O)n(C)c(=O)n3C)C21 (stereo unspecified) | i | i | i | 15 | i | i | i | i | i | i | -1.3
CCc1noc2c1/C(=N\O)CC(c1ccccc1)C2 (stereo unspecified) | i | i | i | 0 | i | i | i | i | i | i | -0.2
Cn1cnnc1Sc1nc2c(c(=O)n(C)c(=O)n2C)n1Cc1ccccc1Cl | i | i | i | 4 | i | i | i | i | i | i | 0.1
CC1(C)Cc2ccccc2-c2nnc(-c3ccccc3)n21 | i | i | i | 14 | i | i | i | i | i | i | -0.1
CC(=O)Oc1ccc(-c2nc3ccccc3c(=O)o2)cc1 | i | i | i | 0 | i | i | i | i | i | i | 1.1
OCC[C@H]1C[C@@H](O)[C@H](O)[C@@]2(CCCCO2)O1 | i | -7.4* | i | 20 | nt | i | i | i | i | i | 1.4

High-throughput results as filed in PubChem BioAssay.
